# TDP1 block: qHTS Assay for Inhibitors of Tyrosyl-DNA Phosphodiesterase (TDP1) | Tyrosyl-DNA phosphodiesterase 1 (Homo sapiens), Q9NUW8 | Potency, µM (titrated, usually from 130 µM), for inactives: at the highest dose activity change, negative = inhibition, most hits filed as inhibitors | recombinant TDP1, AlphaScreen DNA substrate cleavage | 350,000 compounds, 0.28% hits | AID 485290, 2010; also: nearly all actives have a fitted effect of over 40% in size
# Target sequence (Q9NUW8 whole entry, looked up): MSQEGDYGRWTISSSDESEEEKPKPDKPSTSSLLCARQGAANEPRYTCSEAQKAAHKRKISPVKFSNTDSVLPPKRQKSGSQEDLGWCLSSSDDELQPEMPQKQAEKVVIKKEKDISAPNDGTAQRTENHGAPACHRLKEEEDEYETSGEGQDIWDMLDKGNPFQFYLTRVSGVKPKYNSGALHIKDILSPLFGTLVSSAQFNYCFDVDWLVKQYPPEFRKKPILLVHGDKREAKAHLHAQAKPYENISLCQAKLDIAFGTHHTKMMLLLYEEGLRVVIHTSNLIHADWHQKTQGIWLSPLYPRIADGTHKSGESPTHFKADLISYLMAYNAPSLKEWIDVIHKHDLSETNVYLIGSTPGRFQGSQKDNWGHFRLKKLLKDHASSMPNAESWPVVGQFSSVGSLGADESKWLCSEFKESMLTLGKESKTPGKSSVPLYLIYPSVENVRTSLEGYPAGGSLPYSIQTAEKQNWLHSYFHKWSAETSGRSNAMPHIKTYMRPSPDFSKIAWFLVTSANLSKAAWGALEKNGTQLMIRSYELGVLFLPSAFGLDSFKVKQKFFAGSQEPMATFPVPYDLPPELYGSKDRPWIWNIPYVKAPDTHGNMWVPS
#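 Steps: enzyme plus compound, 15 min RT; add biotin/phosphotyrosine-FITC oligonucleotide (15 nM final), react 5 min; add donor/acceptor beads (10 ug/ml final), 10 min; read AlphaScreen. Tdp1 at 1 nM final.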
# N370S GC mod: qHTS Assay for Inhibitors and Activators of N370S glucocerebrosidase as a Potential Chaperone Treatment of Gaucher Disease; AID 2101, 2009; N370S GC spleen homogenate, 4MU-glucoside fluorescence; Lysosomal acid glucosylceramidase (Homo sapiens), P04062; Potency, µM (titrated, usually from 59.4 µM), without a hit: at the highest dose activity change, negative = inhibition, most hits filed as inhibitors; 330,000 compounds, 0.092% hits;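 also: 0% = full enzyme activity and -100% = no enzyme basal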
# FEN1 inh: qHTS Assay for the Inhibitors of Human Flap endonuclease 1 (FEN1) | P39748 | Recombinant FEN1 flap cleavage, fluorescence, 15 min | Potency, µM (top dose mostly 114 µM), without a hit: top-dose activity change, negative = inhibition, actives largely listed as inhibitors | 390,000 compounds, 0.35% hits | AID 588795, 2011; also: nearly all actives have a fitted effect of over 65% in size
# Target sequence (P39748 whole entry, looked up): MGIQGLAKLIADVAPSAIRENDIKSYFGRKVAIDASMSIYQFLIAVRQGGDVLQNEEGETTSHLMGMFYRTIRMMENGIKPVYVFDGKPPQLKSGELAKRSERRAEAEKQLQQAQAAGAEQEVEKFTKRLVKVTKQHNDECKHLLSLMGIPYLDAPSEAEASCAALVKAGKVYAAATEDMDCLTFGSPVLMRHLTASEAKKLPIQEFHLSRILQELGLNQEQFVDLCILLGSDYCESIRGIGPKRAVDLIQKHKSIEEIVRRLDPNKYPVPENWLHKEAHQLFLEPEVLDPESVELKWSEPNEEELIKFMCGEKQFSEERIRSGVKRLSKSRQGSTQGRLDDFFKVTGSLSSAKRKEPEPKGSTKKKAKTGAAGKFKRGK
#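 Compounds are tested as a concentration series against 10 nM FEN1; after a 15 min room-temperature preincubation, 50 nM substrate starts cleavage, with plate reads at 0 and 15 min. Normalized responses are fitted by a Hill equation.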
# Active calls of the source: *; u = inconclusive; x = not tested or not shown; & = joins results of further samples; [ ] = another dose, or the depositor's remark. Calls follow the shape of the dose curve; as a rule, active = well fitted curve in the direction sought with a large enough effect; inconclusive = small, poorly fitted or top-dose-only effect, or another doubt; inactive = no such curve, though single readings can be large; an effect the other way counts as inactive or inconclusive. Unless noted, % is scaled to controls: 0 for no effect and ±100 for the full control effect; potency is read from the fitted curve at half-maximal effect.
compound | N370S GC mod | FEN1 inh | TDP1 block
Cc1nn(-c2ccccc2)c(C)c1C(=O)OC(C)C(=O)NC1CCCCC1C (stereo not drawn) | x | -5.7% | -4.8%
C=CCNC(=O)/C(C#N)=C/c1ccccc1[N+](=O)[O-] | 0.3% | 18.5% | 0.0%
Cc1ccc(S(=O)(=O)NNC(=O)c2ccccc2O)cc1 | 4.6% | 1.8% | u
O=C(C[C@@H]1C/C=C/CC[C@H](Cc2ccc(F)cc2)C(=O)OC[C@@H](Cc2ccccc2)NC1=O)N[C@H](CO)Cc1ccccc1 | x | -4.6% | -0.3%
COC(=O)c1ccc(NC(=O)Cn2c(=O)nc(-c3ccccc3)c3ccccc32)cc1 | x | -3.1% | 1.2%
Fc1cccc(NCc2cn3ccccc3n2)c1 | -6.6% | -2.4% | -1.0%
CCCc1cc(=O)[nH]c(SCC(=O)c2cc(C)n(C)c2C)n1 | 7.1% | -2.5% | 2.0%
COc1cc(C(=O)NCc2ccncc2)cc(Br)c1OCc1ccccc1 | -28.6% | -18.2% | 0.1%
Cc1ccc(C)c(C(=O)n2cnnc2N)c1 | 5.1% | -2.2% | 2.2%
CN(CCCNC(=O)c1cn(C)c2ccc(S(=O)(=O)N(C)C)cc2c1=O)c1ccccc1 | 6.3% | -22.0% | 7.9%
Cn1c(=O)c2[nH]cnc2n(-c2ccccc2)c1=O | 1.0% | 0.7% | 1.0%
Cc1cccc(CC(=O)Nc2cc(=O)n(C)c(=O)n2C)c1 | 1.6% | 17.9% | -2.1%
COc1ccc(CCn2c(C)c(C(C)=O)c(C(C)=O)c2C)cc1OC | -1.9% | -0.6% | 0.0%
Cc1nc(SCC(=O)Nc2cc(C(N)=O)cc(C(N)=O)c2)c2c(C)c(C)sc2n1 | -6.5% | 1.0% | 10µM*
CCCCNC(=O)CN1C(=O)NC(CCc2ccccc2)C1=O (stereo not drawn) | 0.2% | 17.7% | 2.7%
Cc1ccc(NC(=O)COC(=O)CN2C(=O)C3CCCCC3C2=O)cc1S(=O)(=O)N1CCOCC1 (stereo not drawn) | 10.0% | 0.7% | 8.5%
O=C1NC(Cc2c[nH]c3ccccc23)C(=O)N1Cc1cccc2ccccc12 (stereo not drawn) | 25.5% | -23.6% | -8.1%
c1ccc(-n2cnc3cc(NCc4cccs4)ccc32)cc1 | 10.3% | -24.4% | 9.8%
CCC(=O)Nc1ccc(C(=O)Nc2cc(C)on2)cc1 | 9.2% | -10.0% | 2.8%
CC(=O)N1N=C(c2ccc(C)cc2)OC1c1ccc(Br)cc1 (stereo not drawn) | 1.5% | -11.4% | -2.8%
O=C1OCCN1C(=O)[C@H]1[C@H](c2ccc(Cl)cc2)C(c2ccccc2)=NN1c1ccccc1 | -4.6% | -4.5% | -5.8%[56.1 µM]
O=C(Cc1ccc(NC(=O)N2CCSc3ncccc32)cc1)NCc1cccc(Cl)c1 | x | -10.3% | 5.6%
Cc1cc(C(=O)N/N=C/c2c(C)[nH]c3ccccc23)n[nH]1 | -6.9% | 1.8% | 5.2%
O=P(COCCCCCOCP(=O)(c1ccccc1)c1ccccc1)(c1ccccc1)c1ccccc1 | 2.3% | 0.0% | 6.2%
Cc1ccc(SC(C)C(=O)NCC(C)C)cc1 (stereo not drawn) | 6.1% | 7.5% | 4.7%
CCN(CC)CCCNC(=O)c1ccc2c(Cl)c3c(nc2c1)CCCC3 | 5.8% | -4.6%&-19.0% | 0.0%&3.5%
O=C(c1ccc(S(=O)(=O)c2cccc(Cl)c2)c([N+](=O)[O-])c1)N1CCN(Cc2ccccc2)CC1 | -13.3% | -12.9% | 9.4%
COc1cc(/C=C/C(=O)O)cc(S(=O)(=O)NCCO)c1OC | 3.3% | 5.2% | 2.6%
C=C[C@](C)(O)CCC1C(=C)CC(O)C2C(C)(C)CCCC12C (stereo partly drawn) | 0.3% | x | 13.2%[56.1 µM]
CC(=O)c1ccc(NC(=O)COc2ccccc2-c2nc(C)no2)cc1 | x | -0.3% | 14.3%
COc1ccc2cc(Br)ccc2c1CC(=O)NCC1CCCO1 (stereo not drawn) | 1.2% | 33.5% | 2.6%
Cc1cccc(Cn2cnc3c(oc4ccccc43)c2=O)c1 | x | 1.9% | 3.9%
COc1ccc(CCNCC(=O)Nc2ccc(C)c(S(=O)(=O)N(C)C)c2)cc1OC | -1.7% | 16.6% | 79.4µM*
O=C(NC1CC(=O)N(c2cccc(F)c2)C1)c1cc2ccccc2o1 (stereo not drawn) | x | 0.5% | 2.6%
Cc1cccc(-n2c(C)cc(/C=N/n3cnnc3)c2C)c1 | 15.6% | -14.2% | 6.7%
Cc1ccccc1OCC(=O)NC(=S)Nc1cccc2cc(O)ccc12 | 6.9% | -27.9% | 1.7%
COc1ccc(OC)c(NC(=O)Nc2ccccc2C)c1 | 2.1% | -12.6% | 2.6%
COc1cc(Cl)c(C)cc1NC(=O)Cc1ccc(OC)c(OC)c1 | 6.5% | 4.4% | 0.0%
CC(C)(/C=N/NC(=O)CSCc1ccccc1Cl)CCC#N | -5.5% | -1.4% | 4.2%
O=C(COC(=O)c1cc(-c2cccnc2)nc2ccccc12)Nc1ccc(F)cc1F | 1.1% | 8.5% | 2.7%
O=C(Cc1ccc(S(=O)(=O)N2CCOCC2)s1)Nc1cc(Cl)ccc1Cl | x | 2.5% | 4.4%
CCN(CC)CCN1C(=O)C(O)=C(C(=O)c2cccs2)C1c1ccc(C)o1 (stereo not drawn) | -2.7% | 0.4% | -1.1%
Cc1ccc(-c2nc3scc(CCNC(=O)Cc4ccc(Cl)cc4)n3n2)cc1 | x | 1.4% | -2.7%
COc1ccc(NS(=O)(=O)c2cc(NC(=O)/C=C/c3cccs3)ccc2N2CCOCC2)cc1 | 2.9% | -12.6% | 5.4%
Cc1cccc(-n2ncc3c(N4CCCc5ccccc54)ncnc32)c1 | 3.8% | -22.7% | -3.0%
CC(=O)Nc1ccc(S(=O)(=O)N2CCC(n3cnc4cc(F)ccc43)CC2)cc1 | -12.7% | -2.5% | 6.2%
Cc1cc(N(C)C)nc(SC(C)C)n1 | -0.3% | -2.7% | 0.0%
O=C(CCCCCN1C(=O)c2ccccc2C1=O)Nc1ccc(S(=O)(=O)N2CCCCC2)cc1 | 1.0% | 2.6% | 4.0%
COc1ccc(CCNC(=O)c2ccc(CNc3nc(=S)[nH]c4ccccc34)cc2)cc1OC | -8.1% | 2.3% | 0.0%
O=C(NCc1ccccn1)C(=O)NCC(c1ccco1)N1CCN(c2ccc(F)cc2)CC1 (stereo not drawn) | -10.5% | 4.0% | 5.8%
COc1ccc(C(=O)NNC(=O)C(C)NC(=O)c2ccccc2NC(=O)c2ccco2)cc1 (stereo not drawn) | 9.7% | -8.5% | 2.7%
O=C(CCc1ccccc1)NNc1cc(N2CCCCC2)nc(N2CCCCC2)n1 | 0.2% | 4.0% | 8.6%
CN1CCN(c2nc(-c3ccco3)cc(C(F)(F)F)n2)CC1 | -5.6% | -8.1% | 3.9%
COc1ccccc1NC(=O)CSc1nncn1N | 0.6% | -1.6% | 4.1%
CN(C(=O)c1ccc2c(=O)n3c(nc2c1)CCCCC3)c1ccccc1 | 7.3% | -0.3% | 2.4%
Nc1nc(SCC(=O)c2ccc(Br)s2)n[nH]1 | -0.4% | 15.1% | 4.8%
CCCc1c(OCCCOc2ccc(OCC(=O)O)cc2)ccc(CC=O)c1O | 22.9% | x | 4.4%[56.1 µM]
Cc1noc(C)c1C(=O)Nc1nc2ccc(Cl)cc2s1 | -2.4% | 10.6% | 1.6%
O=C(NNc1cccc(Cl)n1)C(F)(F)F | 20.7% | -4.2% | 2.9%
O=c1c2c([nH]n1-c1ccccc1)CCCC2 | -12.0% | -8.6% | 2.5%

# Continued.
compound | N370S GC mod | FEN1 inh | TDP1 block
Cc1cccc(NC(=S)NCc2cccn2C)c1 | 3.4% | 14.0% | 3.5%
C=CCOc1ccc(Br)cc1CNC(C)(C)CO | -2.4% | 5.7% | 2.4%
CCCCCCC1CCC(C(=O)NC(C(=O)O)C(C)C)CC1 (stereo not drawn) | x | -6.9% | -2.9%
CCOC(=O)CCCCCN1C(=O)c2cccc3cccc(c23)C1=O | 11.8% | -20.2% | -10.1%
CC(=O)Nc1cccc(/C(C)=N/NC(=O)c2c(-c3ccccc3Cl)noc2C)c1 | -4.8% | 6.5% | 0.0%
Cc1cccc(NC(=O)CSCC(=O)Nc2ccccc2C(=O)NC2CC2)c1 | -6.3% | -15.8% | -11.3%
CCOC(=O)c1ccc(NC(=O)C(=O)NCC2(c3ccc(OC)cc3)CCOCC2)cc1 | -3.0% | -0.6% | x
N[C@@H](Cc1ccc(O)cc1)C(=O)Nc1ccc2ccccc2c1 | x | -8.9% | 2.8%
O=C1NC(=O)C2(CCc3ccccc32)N1 (stereo not drawn) | 17.7% | -0.3% | x
CN(C)c1ncc(S(=O)(=O)c2ccccc2)c(N)n1 | 11.9% | 5.1% | 8.2%
Cc1ccc(Cl)cc1NC(C#N)c1ccccc1 (stereo not drawn) | 12.6% | -1.0% | 2.6%
Cn1nccc1C(=O)NC1CC(C)(C)Cc2c1cnn2-c1ccc(F)cc1 (stereo not drawn) | -1.0% | -18.7% | 2.2%[56.1 µM]

# A different layout for four compounds above:
Cc1cccc(NC(=S)NCc2cccn2C)c1
  N370S GC mod: 3.4%; FEN1 inh: 14.0%; TDP1 block: 3.5%
N[C@@H](Cc1ccc(O)cc1)C(=O)Nc1ccc2ccccc2c1
  N370S GC mod: x; FEN1 inh: -8.9%; TDP1 block: 2.8%
CCOC(=O)c1ccc(NC(=O)C(=O)NCC2(c3ccc(OC)cc3)CCOCC2)cc1
  N370S GC mod: -3.0%; FEN1 inh: -0.6%; TDP1 block: x
Cc1cccc(NC(=O)CSCC(=O)Nc2ccccc2C(=O)NC2CC2)c1
  N370S GC mod: -6.3%; FEN1 inh: -15.8%; TDP1 block: -11.3%

# Later entries
compound | N370S GC mod | FEN1 inh | TDP1 block
CC(=O)c1cccc(NC(=O)COc2nsnc2N2CCOCC2)c1 | -5.4% | 18.7% | -3.1%
COC(=O)c1cc(NC2c3ccccc3C(=O)N2c2ccc(Cl)cn2)cc(C(=O)OC)c1 (stereo not drawn) | 6.2% | -13.0% | 2.6%
CC(c1ccccc1)N1CC(C(=O)N2CCCC(C(N)=O)C2)CC1=O (stereo not drawn) | x | 4.8% | 0.9%
Cc1nnc(SCC(=O)Nc2ccc(N(C)C)cc2)n(N)c1=O | -15.5% | -0.6% | 3.5%
Cn1c(=O)c(C(N)=S)cn(-c2ccccc2)c1=O | -5.7% | -5.9% | x
COc1ccc(-n2c(C)cc(/C=C(\C#N)C(=O)NCc3ccco3)c2C)cc1 | 23.6% | -6.5% | 0.0%
Cc1ccc(-n2c(Cl)c(Cl)[nH]c(=O)c2=O)cc1 | 11.1% | -1.0% | -2.4%
CC1CCC(NC(=O)Cn2c(=O)oc3ccccc32)CC1 (stereo not drawn) | 3.3% | 16.5% | 8.2%
CC(CCc1ccccc1)NC(=O)CN(C)Cc1ccc(F)cc1 (stereo not drawn) | -16.9% | -18.4% | x
CC(C)[C@H](NC(=O)N1c2ccccc2NC(=O)[C@@H]1C(C)C)C(=O)N[C@H](C(=O)O)c1ccccc1 | 1.0% | 3.2% | x
CCOCC(=O)NCc1ccc2c(c1)cc(C)n2C | -0.9% | -5.8% | x
CCc1ccc(OCC(=O)OC2CCS(=O)(=O)C2)cc1 (stereo not drawn) | 1.4% | 6.1% | 1.0%
O=C1OCCC1Sc1nc2ccccc2n1Cc1ccccc1 (stereo not drawn) | 14.2% | -0.8% | 6.8%
CCOC(=O)c1ccc(NC(=O)CSc2nnc(Cc3cccs3)n2C)cc1 | 4.3% | -1.6% | 1.1%
O=C(CCNC(=O)C1CCN(S(=O)(=O)c2ccccc2)CC1)NC1CC1 | 0.6% | 16.6% | 1.9%
N#CC(C#N)=C1NC2(CCCCC2)Cc2ccccc21 | 17.7% | -14.3% | x
O=C(NCc1cc(F)cc2c1OCCO2)[C@H]1C[C@@H]1[C@H](NP(=O)(c1ccccc1)c1ccccc1)c1ccccc1 | 20.8% | x | 11.7%
Cn1nnnc1SCC(=O)c1ccc(Br)s1 | 1.7% | -7.7% | 1.0%
COc1ccccc1CNC(=O)c1cc(S(=O)(=O)N2CCCC(C)C2)cn1C (stereo not drawn) | x | -13.4% | 3.0%
COc1ccc(OC(C)C(=O)Nc2ccc([N+](=O)[O-])cc2)cc1 (stereo not drawn) | 0.1% | -20.0% | 5.8%
CCOc1ccc2nc(NCCNC(=S)NCCCN(C)C)c(C#N)cc2c1 | -6.7% | 0.8% | -4.9%
COc1ccccc1NC(=O)CCNC(=O)Cn1ccc2ccccc2c1=O | 2.6% | -3.2% | 3.9%
O=S(=O)(NCCNS(=O)(=O)c1ccc(F)cc1)c1ccc(F)cc1 | 1.5% | 7.1% | 2.0%

# High-throughput results as filed in PubChem.
